# Compound activity as filed in PubChem BioAssay.
# Wnt act: Wnt/beta-catenin pathway activation | Wnt/beta-catenin reporter cell assay, activator, plate reader | activation, % at 9.35 µM | hit rate 1.2% among 300,000 | AID 743398; in the data active = activation above about 30%, passing the limit was not always enough;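 note: 0% = neutral control wells and 100% = positive control wells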
# Rtt109 Vps75: C. albicans Rtt109 histone acetyltransferase inhibition; purified Rtt109/Vps75, ThioGlo CoA-SH fluorescence, 4 h; hit rate 0.16% among 330,000; inhibition, % at 34.9 µM; AID 540336; Q5AAJ8;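 active = inhibition of at least 50% in every replicate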
# Target sequence (Q5AAJ8 whole entry, looked up): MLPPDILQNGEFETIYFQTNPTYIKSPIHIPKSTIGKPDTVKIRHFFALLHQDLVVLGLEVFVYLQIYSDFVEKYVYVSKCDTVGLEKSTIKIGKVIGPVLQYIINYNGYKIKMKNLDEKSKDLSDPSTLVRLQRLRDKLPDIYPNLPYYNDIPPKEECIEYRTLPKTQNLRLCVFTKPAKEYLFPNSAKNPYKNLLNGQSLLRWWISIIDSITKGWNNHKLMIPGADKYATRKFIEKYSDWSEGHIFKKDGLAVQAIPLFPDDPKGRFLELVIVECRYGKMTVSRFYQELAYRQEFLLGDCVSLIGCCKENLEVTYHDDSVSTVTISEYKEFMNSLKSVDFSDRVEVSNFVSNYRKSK
# Tat transport: E. coli Tat transport inhibition. E. coli MC4100 TorA-mCherry Tat export, fluorescence. inhibition, % at 10 µM. hit rate 0.036% among 340,000;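 active = mean replicate inhibition at least 50% and at least half of replicates individually reaching 50%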;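 note: exported cargo escapes ClpAP degradation while cytoplasmic cargo is degraded and loses fluorescence; 0% = median of neutral control wells and 100% = median of NaSCN control wells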
# CAL PDZ FP-1: inhibitors of human CAL PDZ peptide binding. inhibition, % at 24.9 µM. purified CAL PDZ, TMR-peptide fluorescence polarization, 1 h. AID 602252. hit rate 0.92% among 300,000;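 active = mean inhibition of at least 30% with at least half of replicates also reaching 30%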;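 note: 0% = DMSO neutral control and 100% = excess unlabeled competitor peptide PRC23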
# MITF act: MITF TRPM1 promoter activation in melanoma cells | SK-MEL-5 TRPM1-promoter luciferase, 24 h; % of positive control, neutral wells = 0 | activation, % at 12.5 µM | hit rate 0.75% among 300,000;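 active = mean activation of at least 80% with every replicate also reaching 80%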;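 note: 0% = neutral control wells and 100% = parthenolide positive control wells; values of inactives mirror those of a sister screen read the other way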
# cardiac RTF act: cardiac RTF calcium sensitization; P19429+P45379; IANBD-labeled TnC RTF fluorescence at EC20 calcium; 0% EC20 calcium, 100% full calcium; AID 493008; hit rate 0.24% among 340,000; activation, % at 7.2 µM;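 active = activation above the mean over all tested compounds plus 3 SD, cut at about 30% in these data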;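 note: rise in fluorescence read as greater calcium sensitivity of cardiac thin filaments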
# V-ATPase pHluor: regulators of yeast V-ATPase proton transport; S. cerevisiae, pHLuorin cytosolic pH fluorescence; response, % at 10 µM; hit rate 0.37% among 350,000; in the data active = response mostly above about 7.3%, no sharp cut-off; inactive = mostly below about 5.4%; note: actives read high; inactives centre near 0; some compounds called inactive have numbers as strong as hits; reference of the scale not given here
# CDK5 inh: CDK5/p35 (human) kinase inhibition. Recombinant CDK5/p35, ADP-Glo luminescence, 60 min. Q00535+Q15078. AID 488839. inhibition, % at 10 µM. hit rate 0.01% among 330,000;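 active = highest replicate inhibition of at least 50% and at least 75% of replicates reaching 50%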;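 note: plate controls were DMSO neutral control for no effect and GW8510 at 10 µM for full effect; many of its hits are not listed in these tables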
# Target sequence (Q00535 whole entry, looked up): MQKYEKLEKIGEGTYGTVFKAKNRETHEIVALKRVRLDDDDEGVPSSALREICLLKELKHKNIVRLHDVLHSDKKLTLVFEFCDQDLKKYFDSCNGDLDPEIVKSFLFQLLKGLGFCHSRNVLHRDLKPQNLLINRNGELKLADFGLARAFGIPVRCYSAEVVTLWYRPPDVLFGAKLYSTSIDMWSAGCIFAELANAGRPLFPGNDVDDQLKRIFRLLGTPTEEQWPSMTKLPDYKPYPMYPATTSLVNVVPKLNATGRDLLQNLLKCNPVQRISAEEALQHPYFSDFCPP
# Target sequence (Q15078 whole entry, looked up): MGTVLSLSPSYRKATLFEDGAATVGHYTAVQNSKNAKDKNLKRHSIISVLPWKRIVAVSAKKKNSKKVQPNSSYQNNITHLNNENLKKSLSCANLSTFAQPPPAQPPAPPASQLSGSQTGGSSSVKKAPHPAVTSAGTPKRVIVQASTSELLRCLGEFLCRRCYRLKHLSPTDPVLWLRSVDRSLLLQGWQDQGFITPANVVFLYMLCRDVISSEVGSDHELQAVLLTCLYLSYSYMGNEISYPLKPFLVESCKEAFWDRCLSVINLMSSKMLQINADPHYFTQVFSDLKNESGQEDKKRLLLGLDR
# CAL PDZ FP-2: blocks peptide binding to human CAL PDZ domain; Q9HD26; inhibition, % at 20 µM; hit rate 0.02% among 330,000; AID 504414; purified CAL PDZ, TMR-peptide fluorescence polarization, 1 h;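 active = highest replicate inhibition of at least 40%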;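 note: plate controls were DMSO neutral control wells for no effect and unlabeled competitor peptide control wells for full effect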
#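 System: tagged CAL PDZ domain. Schedule: 1 h room-temperature incubation prior to read. Signal: fluorescence polarization (mP). Measure: percent inhibition from loss of millipolarization.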
# dFosB act: mouse delta FosB homodimer activation; activation, % at 25 µM; P13346; hit rate 0.99% among 340,000; purified delta FosB, TAMRA-CDK5 oligo fluorescence polarization; percent of positive-control signal above neutral wells;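 active = mean activation above about 17%, with every replicate also reaching it, limit read from the data, passing the limit was not always enough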;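 note: fluorescence polarization rise as delta FosB binds a TAMRA Cdk5 AP-1 oligo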
# Numbers without * were called inactive; . = not tested or not shown. Random draw from the library. Share with any hit: about 4.1%.
no.	compound	Wnt act	Rtt109 Vps75	Tat transport	CAL PDZ FP-1	MITF act	cardiac RTF act	V-ATPase pHluor	CDK5 inh	CAL PDZ FP-2	dFosB act
1	COC(=O)c1ccc(C(=O)OC)c(NC(=O)CSCc2ccc(Br)cc2)c1	-1	-8	6	-2	-15	0	1	4.0	-3.0	-4
2	CCOc1ccc(NC(=O)COC(=O)CC2CCCCC2)cc1	-1	4	-11	.	2	-2	-3	1.2	-0.9	-6
3	Nc1cc(=O)[nH]c(SCC(=O)Nc2ccc(Br)cc2)n1	0	10	-3	-7	0	7	-1	-0.6	-2.0	-3
4	CCOC(=O)Nc1nc(-c2ccccc2)c(C(=O)c2ccc(Cl)cc2)s1	.	8	2	-3	-27	4	4	1.7	-1.9	-14
5	O=c1c2ccccc2nnn1CSc1nnc(C2COc3ccccc3O2)n1-c1ccccc1 (configuration not stated)	-3	0	-1	-4	4	-4	5	0.0	0.6	-15
6	CN1CCN(C(=O)Nc2ccccc2CC[N+](=O)[O-])CC1	-2	4	6	-4	-21	-1	-1	0.1	0.0	1
7	CC(C)C1C(C#N)=C(N)Oc2n[nH]c(-c3ccccc3)c21 (configuration not stated)	1	-4	5	.	.	-1	-3	-0.5	-1.5	-6
8	COc1ccc2c(c1)OC[C@H]1[C@H]2N2C(=O)c3cc(F)ccc3NC(=O)[C@@]2(C)[C@H]1c1ccccc1	-1	6	-2	-5	2	8	-1	-1.6	-0.9	-4
9	Cc1ccc2nc(-c3cc(N)cc(N)c3)oc2c1	-1	-5	-2	0	-25	7	4	0.5	0.9	-10
10	CN(Cc1c(C(=O)N/N=C/c2cccc(Cl)c2)nnn1-c1nonc1N)c1ccccc1	0	10	0	-4	8	-4	2	1.1	-1.7	-9
11	COc1cccc(-n2cnnc2SCC(=O)NC2CC2)c1	-1	-5	-3	-4	3	-3	0	-0.4	0.9	1
12	CC(=O)c1cccc(NC(=O)CSCc2ccccc2)c1	28	-2	2	-2	63	0	-9	2.8	-1.5	-3
13	COc1ccc(/C=N/n2c(C)nc3sc(C)c(C)c3c2=O)cc1OC	3	-19	6	.	5	3	-5	-6.1	-0.2	-6
14	O=C(c1c(F)cccc1F)N1CCN(c2ncccn2)CC1	.	-6	5	.	1	-4	5	-1.4	-1.1	2
15	COc1ccc(CCNC(=O)C2CC(=O)N(c3ccc(C)cc3)C2)cc1OC (configuration not stated)	-1	-4	7	-3	1	-4	-4	11	-1.8	-2
16	CC(=O)Nc1ccc(S(=O)(=O)N(C)CC(=O)OCC(=O)N2CCCCCC2)cc1	-2	-3	4	-2	-14	-4	3	0.5	-0.4	1
17	O=C(c1cncc(Br)c1)N1CCN(S(=O)(=O)c2ccccc2C(F)(F)F)CC1	2	-13	0	.	-4	-3	0	1.1	0.5	-2
18	Cc1ccc(-c2nc(-c3cccnc3)sc2CC(=O)Nc2ccc(C)c(Cl)c2)cc1	-10	-2	4	27	4	4	8	.	-0.8	-6
19	COc1ccc(CNc2ncccc2[N+](=O)[O-])cc1	8	-3	-1	-7	41	-3	2	-0.3	.	0
20	CC(=O)Nc1c(Br)cc2c(c1Br)C(=O)c1ccccc1-2	4	-5	-5	3	3	0	-4	0.4	-1.1	-4
21	COc1cccc(C(=O)NCCCNC(=O)c2cccc(OC)c2)c1	-3	4	-7	2	.	7	2	-1.2	-0.1	-4
22	Cc1ccc(S(=O)(=O)N(C)Cc2ccc(C(=O)N/N=C3\CCCC(=O)C3)cc2)cc1	-3	-4	-17	-6	-16	4	3	-0.6	-0.5	-13
23	CCOC(=O)COc1c(C=O)cc(Br)cc1OC	.	1	-4	-1	.	-3	-1	0.3	-1.9	-5
24	NC(=S)NC(c1ccccc1)c1ccncc1 (configuration not stated)	4	.	-1	-5	.	-2	7	-0.1	0.7	-9

# Part of the list above in order of count of non-hydrogen atoms, lowest first:
no.	compound	Wnt act	Rtt109 Vps75	Tat transport	CAL PDZ FP-1	MITF act	cardiac RTF act	V-ATPase pHluor	CDK5 inh	CAL PDZ FP-2	dFosB act
23	CCOC(=O)COc1c(C=O)cc(Br)cc1OC	.	1	-4	-1	.	-3	-1	0.3	-1.9	-5
19	COc1ccc(CNc2ncccc2[N+](=O)[O-])cc1	8	-3	-1	-7	41	-3	2	-0.3	.	0
20	CC(=O)Nc1c(Br)cc2c(c1Br)C(=O)c1ccccc1-2	4	-5	-5	3	3	0	-4	0.4	-1.1	-4
7	CC(C)C1C(C#N)=C(N)Oc2n[nH]c(-c3ccccc3)c21 (configuration not stated)	1	-4	5	.	.	-1	-3	-0.5	-1.5	-6
14	O=C(c1c(F)cccc1F)N1CCN(c2ncccn2)CC1	.	-6	5	.	1	-4	5	-1.4	-1.1	2
4	CCOC(=O)Nc1nc(-c2ccccc2)c(C(=O)c2ccc(Cl)cc2)s1	.	8	2	-3	-27	4	4	1.7	-1.9	-14
17	O=C(c1cncc(Br)c1)N1CCN(S(=O)(=O)c2ccccc2C(F)(F)F)CC1	2	-13	0	.	-4	-3	0	1.1	0.5	-2
16	CC(=O)Nc1ccc(S(=O)(=O)N(C)CC(=O)OCC(=O)N2CCCCCC2)cc1	-2	-3	4	-2	-14	-4	3	0.5	-0.4	1
10	CN(Cc1c(C(=O)N/N=C/c2cccc(Cl)c2)nnn1-c1nonc1N)c1ccccc1	0	10	0	-4	8	-4	2	1.1	-1.7	-9
8	COc1ccc2c(c1)OC[C@H]1[C@H]2N2C(=O)c3cc(F)ccc3NC(=O)[C@@]2(C)[C@H]1c1ccccc1	-1	6	-2	-5	2	8	-1	-1.6	-0.9	-4

# (further entries)
no.	compound	Wnt act	Rtt109 Vps75	Tat transport	CAL PDZ FP-1	MITF act	cardiac RTF act	V-ATPase pHluor	CDK5 inh	CAL PDZ FP-2	dFosB act
25	CC(=O)Nc1cccc(OC(=O)c2ccoc2C)c1	-1	0	2	1	.	6	0	-0.3	.	0
26	Cc1ccc(-n2c(C)cc(/C=N/NC(=O)c3ccncc3)c2C)cc1	.	9	11	1	25	2	-5	-1.5	-0.1	-8
27	Cc1ccc(/C=C2\SC(=S)N(CCC(=O)NNC(=O)c3ccc(O)cc3)C2=O)cc1	4	-5	-5	.	3	1	-1	0.6	-4.6	144*
28	COc1cc(CNn2nnnc2N)ccc1OCc1c(Cl)cccc1Cl	2	6	0	-6	.	-1	3	1.9	-1.5	0
29	COc1ccc(N2CCN(CC(=O)Nc3ncc(C)s3)CC2)cc1	1	11	1	-12	7	-1	1	0.8	.	3
30	Cc1c(CN2CCC(CO)(CCOc3ccccc3)CC2)[nH]c2c(Cl)cccc12	-1	27	7	-5	-11	0	6	-1.5	-5.3	21*
31	Cc1cc(C)cc(C(=O)N2CCN(Cc3ccc4c(c3)OCO4)CC2)c1	-2	4	-8	-1	.	-1	-2	1.5	0.4	-7
32	CC(C)(C(=O)c1ccccc1)/[N+]([O-])=C/c1ccc(Br)cc1	1	-12	-3	.	-9	5	5	4.1	-2.6	-6
33	CO/N=C(/CS(=O)(=O)c1ccc(Br)cc1)c1ccc(OC)cc1	.	5	-5	.	8	2	-1	-0.4	0.6	-4
34	O=C(NCc1ccco1)c1cc(NS(=O)(=O)c2cccc([N+](=O)[O-])c2)ccc1O	-1	7	-1	3	15	-2	0	1.4	-2.4	-5
35	CS(=O)(=O)N(Cc1ccccc1)c1ccc(C(=O)N2CCc3ccccc3C2)cc1	.	-5	2	-4	-3	-1	1	4.0	-2.2	-8
36	CCCC(=O)NCCc1cc2ccc(OC)cc2[nH]c1=O	.	-53	-5	-3	-4	8	1	0.7	-1.8	-15
37	CCOC(=O)Cn1cc(C(=O)OC)c2ccccc21	-3	-2	0	1	.	7	1	0.7	-2.4	-8
38	CC(=O)Oc1c(C(C)C)cc(N(C(C)=O)c2ccccc2)cc1C(C)C	2	4	3	-2	.	6	1	0.2	-1.8	-5
39	C=CCOC(=O)C1=C(C)N=C2SCCC(=O)N2C1/C=C/c1ccccc1OC (configuration not stated)	-1	0	4	-6	5	1	-1	3.7	-6.7	-7
40	COC(=O)C1=NNC(C(=O)OC)C1c1ccccc1 (configuration not stated)	-7	5	-10	1	-4	-1	17*	1.0	0.0	-8
41	Cc1ccc(OCc2nnc(SCC(N)=O)n2N)cc1	-1	-1	-3	-2	-1	5	0	-1.0	-2.1	0
42	NC(=O)C1CCN(C(=O)c2cccc(CN3C(=O)c4ccccc4C3=O)c2)CC1	-1	-7	2	10	6	-3	0	1.4	-0.7	-1
43	O=C(O)CSCC(=O)Nc1ccc(C(F)(F)F)cc1	-2	1	2	7	6	0	5	3.0	-1.5	-2
44	CN1Cc2sc(N)c(C#N)c2CC1(C)C	.	-1	4	-3	3	17	-6	1.6	-2.0	-6
45	COc1ccc(C(=O)CSc2n[nH]c(=O)n2Cc2ccco2)cc1	17	5	-7	0	.	3	-3	-1.2	-0.7	-4
46	COCCN(C(=O)COC(=O)CNC(=O)c1ccc(C)cc1)c1c(N)n(Cc2ccccc2)c(=O)[nH]c1=O	-4	-3	3	.	4	-5	3	0.2	0.9	2
47	Cn1c2c(c(=O)n(C)c1=O)C1(C(=O)Nc3ccccc31)C(C#N)=C(N)O2 (configuration not stated)	1	-9	-20	-2	11	13	1	-0.4	-3.7	-2
48	O=C(COc1ccccc1C(=O)NCC1CCCO1)Nc1ccc(Br)cc1 (configuration not stated)	-2	-3	-3	-2	11	0	-2	0.1	-3.7	-8
49	c1ccc(CCNc2c3c(nc4ncnn24)CCC3)cc1	-3	2	-3	-2	-25	-1	-2	0.0	-1.4	-3
50	Cc1cc(/C=C2\SC(N)=NC2=O)c(C)n1-c1ccc(F)cc1	2	9	-2	1	36	3	8	0.0	-0.4	-2
51	COc1cccc(CNC(=O)Cc2ccc(NC(=O)C3=C(C)OCCS3)cc2)c1	14	-7	-1	-3	58	7	0	0.7	-2.1	-13
52	COc1cccc(CN(C)C(=O)c2ccc(Cl)c(S(=O)(=O)N3CCCCCC3)c2)c1OC	-7	7	8	.	-6	-3	2	-0.1	-2.6	-6
53	COc1ccc(C(=O)Oc2ccc3ccc(=O)oc3c2)cc1OC	0	-22	3	-3	5	-2	-1	2.9	-2.3	-1
54	Cn1c(-c2ccc(F)cc2)cnc1NCc1ccc(C#N)cc1	.	0	-3	1	.	8	6	0.0	0.0	-2
55	COc1ccc(OCc2nc(C#N)c(NCCCn3ccnc3)o2)cc1	0	-7	-1	-2	-5	4	0	-5.9	-1.2	-3
56	Cn1c(=O)oc2cc(S(=O)(=O)N3CCC(C(=O)NCc4cccs4)CC3)ccc21	-2	11	-7	.	.	-2	7	-1.1	-0.7	2
57	CCOC(=O)C1(CCOc2ccccc2)CCN(Cc2cnc(C)[nH]2)CC1	-2	14	-5	0	-2	3	1	0.6	0.6	-12
58	COc1ccc(S(=O)(=O)NCC2CCCN(C(=O)CNC(C)=O)C2)cc1 (configuration not stated)	0	0	7	.	-21	2	1	-0.3	-0.6	-3
59	O=C(O)c1ccc(CSc2ncn[nH]2)cc1	0	.	-11	-2	0	2	4	-0.5	-1.5	-2
